Bioassay records deposited in PubChem by several laboratories.
E coli Lon inh: inhibits E. coli Lon protease. 0.42% of 360,000 active. purified E. coli Lon protease, fluorescence polarization. P0A9M0. AID 602123. inhibition, % at 7.94 µM; in the data active = inhibition above about 13%, passing the limit was not always enough;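 also: 0% = enzyme with probe and DMSO and 100% = no enzyme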
MT1-MMP act inh: inhibitors of human MT1-MMP activation | AID 651647 | P50281 | 0.061% of 360,000 active | GFP/RFP ratio change, % at 20 µM | HT1080 RFP-PRO-GFP cells, GFP/RFP ratio fluorescence, overnight; percent of plate control window, DMSO zero;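 active = GFP/RFP ratio change of at least 30% with cell ATP level not reduced by more than half and red fluorescence within 50% of control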; also: strong numbers were not always called active
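Test system: HT1080 cells expressing an RFP-PRO-GFP fluorescent reporter construct / Compound dosing: single-point 20 µM compound, 1% DMSO / Schedule: cells overnight before dosing, compound overnight, 37 °C, 5% CO2 / Evaluation: GFP/RFP fluorescence ratio / Control set: DMSO and RFP-L50D-GFP cell wells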
Rpn11 inh: Rpn11 (human) deubiquitinase inhibition. human 26S proteasome, Ub4-pepOG fluorescence polarization; 20S core pre-blocked with epoxomicin. calls only at 20 µM. 0.59% of 360,000 active. AID 588493;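 active = inhibition at 20 µM, scaled to each plate's controls, above about 33%, limit read from the data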
Target sequence (O00487 whole entry, looked up): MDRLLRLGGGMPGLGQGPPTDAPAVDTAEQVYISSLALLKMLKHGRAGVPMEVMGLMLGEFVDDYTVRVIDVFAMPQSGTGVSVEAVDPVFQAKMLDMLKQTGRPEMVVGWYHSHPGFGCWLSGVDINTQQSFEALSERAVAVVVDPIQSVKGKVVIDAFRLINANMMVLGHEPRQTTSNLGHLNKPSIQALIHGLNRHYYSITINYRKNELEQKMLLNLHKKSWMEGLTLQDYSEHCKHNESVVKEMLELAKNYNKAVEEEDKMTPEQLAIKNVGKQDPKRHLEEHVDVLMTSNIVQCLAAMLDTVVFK
PABP1 MLLE inh: inhibitors of microRNA-mediated deadenylation, human PABP1 MLLE binding. GST-MLLE / FITC-PAM2 fluorescence polarization. inhibition, % at 20 µM. 0.36% of 360,000 active. P11940; in the data active = inhibition above about 35%, passing the limit was not always enough;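 also: plate controls were DMSO wells with GST-MLLE for no effect and wells lacking GST-MLLE protein for full effect; some results filed as inactive read as strong as hits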
Target sequence (P11940 whole entry, looked up): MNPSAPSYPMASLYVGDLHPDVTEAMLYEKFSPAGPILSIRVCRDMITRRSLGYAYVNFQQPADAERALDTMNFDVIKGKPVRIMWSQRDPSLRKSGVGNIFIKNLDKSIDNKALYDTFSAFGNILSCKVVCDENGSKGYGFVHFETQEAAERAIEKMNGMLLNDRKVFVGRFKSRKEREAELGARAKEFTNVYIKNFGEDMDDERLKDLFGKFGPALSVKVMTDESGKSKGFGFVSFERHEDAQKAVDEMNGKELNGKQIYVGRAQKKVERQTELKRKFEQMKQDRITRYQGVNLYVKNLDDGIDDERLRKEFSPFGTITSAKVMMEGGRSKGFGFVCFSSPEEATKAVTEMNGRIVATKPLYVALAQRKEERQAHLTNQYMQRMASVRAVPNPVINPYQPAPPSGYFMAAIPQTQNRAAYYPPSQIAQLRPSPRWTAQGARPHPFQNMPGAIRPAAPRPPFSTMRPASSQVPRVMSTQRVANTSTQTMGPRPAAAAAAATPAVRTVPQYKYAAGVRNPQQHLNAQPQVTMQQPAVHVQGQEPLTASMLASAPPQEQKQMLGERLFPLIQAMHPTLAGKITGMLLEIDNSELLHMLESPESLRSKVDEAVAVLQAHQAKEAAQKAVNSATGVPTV
FAS-TE inh: inhibitors of human fatty acid synthase thioesterase domain. recombinant FAS-TE, OMFH fluorogenic substrate, fluorescence endpoint. inhibition, % at 15 µM. 0.67% of 360,000 active. AID 602261;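 active = compounds whose normalised, plate-corrected inhibition of enzyme fluorescence in the single-dose primary screen is 50% or more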;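 also: 0% = DMSO with enzyme and 100% = substrate without enzyme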
CSN deneddyl inh: blocks human CSN-mediated cullin deneddylation | Q92905 | Purified CSN, SCF-Nedd8-OG deneddylation, fluorescence polarization | inhibition, % at 12.5 µM | 0.38% of 360,000 active | AID 651999;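 active = pattern-corrected inhibition above about 35%, with an unprinted fluorescence ratio check between 0.5 and 1.5, limit read from the data, passing the limit was not always enough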;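 also: 0% = enzyme with substrate and 100% = substrate without enzyme; some results filed as inactive read as strong as hits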
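Detection – fluorescence polarization · System – HEK293T-derived human Csn5 enzyme · Controls – substrate-only high control, full reaction low control · Timing – 90 min, room temperature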
MsrA inhibitor: inhibitors of bovine MsrA. AID 651718. inhibition, % at 15.5 µM. 0.75% of 360,000 active. purified bovine MsrA, absorbance read-out; in the data active = inhibition above about 4.5%;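 also: 0% = vehicle wells with enzyme and 100% = reference inhibitor wells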
MsrA act: activators of bovine methionine sulfoxide reductase A; purified bovine MsrA, absorbance read-out; activation, % at 10.6 µM; 0.3% of 360,000 active; AID 602163; in the data active = activation above about 7.5%;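 also: 0% = vehicle and 100% = reference activator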
Rin1 Abl inh: blocks binding of human Rin1 to Abl; P00519+Q13671; inhibition, % at 7.35 µM; TR-FRET Rin1/Abl binding, biochemical; 0.4% of 360,000 active; AID 588664; in the data active = inhibition above about 5%, passing the limit was not always enough
Starred values were filed as active, the others as inactive; i = inactive; x = no result given.

smiles	E coli Lon inh	MT1-MMP act inh	Rpn11 inh	PABP1 MLLE inh	FAS-TE inh	CSN deneddyl inh	MsrA inhibitor	MsrA act	Rin1 Abl inh
CCn1c(N2CCN(C(=O)c3ccco3)CC2)nc2ccccc21	-7	-5	i	-16	-1	6	1.2	0	-4
O=C(NCc1ccccc1Br)c1cccc2c1C(=O)c1ccc(-c3ccc(OC(F)(F)F)cc3)cc1S2(=O)=O	-11	-6	i	-11	4	-1	x	0	0
CC(=O)Nc1ccc(NC(=O)CCOc2cc(C)ccc2C)cc1	-4	-1	i	-9	-4	0	1.4	-7	4
Cn1c(SCC(=O)NC2CCCCC2)nnc1C(F)(F)F	-17	1	i	4	-7	2	0.1	-3	2
CCOc1ccc(OCC)c(NC(=O)C2C3C=CC(O3)C2C(=O)O)c1 (stereo not given)	1	-2	i	-7	-7	-2	-0.2	-2	-3
Fc1ccccc1OCCSc1ncnc2nc[nH]c12	6	2	i	-5	-13	-5	1.5	-3	0
O=C(Nc1ccccc1N1CCN(C(=O)c2ccc(Cl)cc2)CC1)c1cc2ccccc2o1	-7	-10	i	-2	22	2	1.1	-6	-4
CCN(C[C@H]1N[C@@](C)(C(=O)OC)[C@H]2C(=O)N(C)C(=O)[C@@H]12)C(=O)C1CCCCC1	-1	0	i	1	-13	0	-0.6	0	0
CN1CCN(c2nc3c(c(=O)[nH]c(=O)n3C)n2CCSc2nnnn2-c2ccccc2)CC1	3	-3	i	7	-6	2	-0.5	-1	-1
COc1cccc(/C=N/n2nnnc2N)c1OCc1ccccc1Cl	-4	0	i	7	-2	-9	0.8	-3	1
Oc1ccc2ccccc2c1C=NNc1ccccn1	-13	-3	i	16	-4	-1	1.4	-10	0
Cc1cccc(NC(=O)COC(=O)c2nn(C)c(=O)c3ccccc23)c1C	-7	12	i	3	-1	7	-0.2	-2	2
CC(C#N)Sc1ccc(S(=O)(=O)N(C)C2CCCCC2)cn1 (stereo not given)	10	2	i	4	21	-1	-0.6	2	3
CCOc1ccc(N(CC(=O)Nc2ccccc2C(=O)NC(C)CC)S(C)(=O)=O)cc1 (stereo not given)	-4	4	i	8	-3	0	0.6	-6	1
COc1ccc(/C=C/c2nc(-c3ccccc3O)n[nH]2)cc1	-6	8	i	-13	3	-3	0.9	-5	1
CCOc1ccc(C2CC(c3ccccc3C)n3nc(N)nc3N2)cc1 (stereo not given)	0	2	i	-1	-1	1	0.3	-4	4
CC(=O)Nc1cccc(C(=O)OCC(=O)c2ccc(S(=O)(=O)N3CCCCC3)cc2)c1	-9	-2	i	8	4	5	0.3	-3	0
Cc1cccc(-c2cc3nc4c(c(N5CCOCC5)n3n2)CCCC4)c1	-11	-6	i	-11	25	-7	0.8	-6	-2
CC1(C)Cc2nc(NCCN3CCOCC3)c(C#N)cc2CO1	-5	-3	i	-2	-5	4	1.4	0	1
CCOC(=O)c1ccc(NC(=O)CCOc2ccc(OC)cc2)cc1	-1	3	i	12	2	3	0.6	-5	1
CCNC(=O)C1CN(S(=O)(=O)c2ccccc2)CCN1S(=O)(=O)c1ccccc1 (stereo not given)	-9	-1	i	-11	-8	1	0.4	-1	10
CN(C)CCNC(=O)c1cccc(-c2cnc3c(NC=O)cc(-c4ccc(S(C)(=O)=O)cc4)cn23)c1	-4	-4	i	-2	0	-4	0.8	8.0*	-7
O=C(O)c1ccccc1C(=O)N1CCc2c([nH]c3ccccc23)C1C(F)(F)F (stereo not given)	-6	-1	i	11	1	-2	0.7	-3	0
O=C(Nc1ccncc1)c1ccc(F)cc1	-4	-2	i	8	-8	0	0.5	1	-3
Cc1ccc(CNC(=O)c2oc3ccc(S(=O)(=O)N4CCC5(CC4)OCCO5)cc3c2C)cc1	9	2	i	6	18	3	0.4	-3	0
CC(NC(=O)Nc1ccc(F)cc1F)c1ccncc1 (stereo not given)	4	0	i	10	-6	2	-1.5	0	-5
Cc1cccc(C(=O)OCC(=O)NCc2ccc3c(c2)OCO3)c1C	-4	-4	i	-6	9	2	0.5	-4	5
CC(C)=CCN1CCN(Cc2ccc(C#CC(C)(C)O)s2)CC1CCO (stereo not given)	10	-4	i	-11	2	-3	-1.7	-2	0
O=C(N/C(=C\c1ccco1)C(=O)N1CCCC(CO)C1)c1ccccc1 (stereo not given)	2	1	i	-10	-5	6	0.4	-4	4
CC(=O)C1=C(C)NC(SCC(=O)c2ccccc2)=C(C#N)C1CC(C)C (stereo not given)	2	-3	i	8	12	1	0.5	3	-4

With a hit mark in MsrA act, among the entries above:
molecule	E coli Lon inh	MT1-MMP act inh	Rpn11 inh	PABP1 MLLE inh	CSN deneddyl inh	MsrA inhibitor	MsrA act	Rin1 Abl inh
CN(C)CCNC(=O)c1cccc(-c2cnc3c(NC=O)cc(-c4ccc(S(C)(=O)=O)cc4)cn23)c1	-4	-4	i	-2	-4	0.8	8.0*	-7

The list goes on:
smiles	E coli Lon inh	MT1-MMP act inh	Rpn11 inh	PABP1 MLLE inh	FAS-TE inh	CSN deneddyl inh	MsrA inhibitor	MsrA act	Rin1 Abl inh
Cc1nc2ccc([N+](=O)[O-])cc2c(=O)n1Cc1cccc(Br)c1	-10	4	i	-29	46	1	-0.5	-2	-1
Cc1cc(N2CCN(S(=O)(=O)c3ccc4ccccc4c3)CC2)n2ncnc2n1	3	1	i	-13	25	1	-1.2	-6	-4
Oc1cccc(Nc2nc(-c3ccccc3)nc3ccccc23)c1	8	0	i	-10	20	-1	1.8	-3	-5
CCC1CCc2c(sc(NC(=O)c3ccoc3C)c2C(N)=O)C1 (stereo not given)	3	-3	i	10	12	0	0.1	-8	0
Cc1ccc(NC(=S)N2CCC(c3nc4ccccc4s3)CC2)cc1	8	1	i	-78	17	1	0.2	-1	1
Cc1c(NC(=O)Cc2ccccc2)cccc1C(=O)NN1C(=O)c2ccccc2C1=O	-3	0	i	-6	-9	-3	0.6	-7	0
COc1ccc(N2CCN(C(=O)CCC(=O)NNc3nc4ccccc4c4nc(C)nn34)CC2)cc1	-2	-3	i	-11	0	0	1.2	-4	4
CCOC(=O)N1CCN(C(=O)Cn2nc(-c3ccc(Cl)cc3)ccc2=O)CC1	-13	2	i	13	-4	3	-0.5	-4	-1
CS(=O)(=O)c1ccc(C(=O)Nc2ccc(S(=O)(=O)N3CCCCC3)cc2)cc1	4	-3	i	-16	-5	-3	-0.3	15*	1
CC1CCCN(C(=O)CSc2nnc(-c3cccs3)o2)C1 (stereo not given)	17	-1	i	10	-3	9	1.1	-1	-1
NC(N)=Nc1ccc(N=C(N)N)cc1	-5	-4	i	-6	-9	1	0.2	-4	2
CSc1nnc2c(n1)OC=Nc1ccc(Br)cc1-2	-9	6	i	23	-3	-1	1.6	-4	-5
O=C(c1ccc(COc2ccc(Cl)cc2)o1)N1CCN(Cc2ccc3c(c2)OCO3)CC1	-4	-2	i	3	42	-2	-1.0	-3	1
CCOc1ccc(CCNC(=O)CCc2nc(-c3ccc(OC)cc3)no2)cc1OCC	-3	2	i	5	-14	3	0.1	-5	-2
CC(C)CC1CCCC12NC(=O)NC2=O (stereo not given)	-12	-1	i	-8	-4	3	2.6	-1	0
O=C1CCN(CCc2ccccc2)CCN1[C@H](CO)Cc1ccccc1	11	2	i	29	-7	-3	1.9	-4	0
Cc1ccc2ccccc2c1NC(=O)CNCc1ccccc1	2	-1	i	-6	-4	-1	-0.8	-1	2
CCn1cc([N+](=O)[O-])c(C(=O)Nc2ccc(Br)cn2)n1	-1	2	i	-6	-3	-4	0.1	-9	4
CC(=O)c1ccc(NC(=O)C2CCCN(c3ncnc4c3nc3n4CCCCC3)C2)cc1 (stereo not given)	-8	0	i	-2	7	-4	-0.6	-3	2
N#Cc1nc(Cc2ccccc2)oc1N1CCCC1	2	3	i	1	2	-4	0.8	-6	2
CC(=O)c1ccc2c(c1)C1C=CCC1C(C(=O)O)N2 (stereo not given)	38*	3	i	18	2	57	3.6	-4	14*
COc1ccc(C2N(c3cc(Cl)ccc3OC)C(=O)C3CCCN32)cc1OC (stereo not given)	11	-3	i	-9	-2	-9	-0.6	-1	-2
Cc1occc1C(=O)Nc1cccc(C(F)(F)F)c1	-5	9	i	-3	3	-1	-1.3	-1	0
Cc1ccc(OCC(O)CN2CCOCC2)c(C)c1 (stereo not given)	4	2	i	-7	-5	6	0.1	-2	4
Cc1cc(C)c2cc(CN(CCO)C(=O)Nc3ccc(F)cc3)c(=O)[nH]c2c1	3	7	i	0	-4	-6	2.0	-5	3
COC(=O)COc1ccc(-n2cnnn2)cc1	10	0	i	-3	-7	3	0.6	-4	-3
CCN(C[C@H]1N[C@@](C)(C(=O)OC)[C@H]2C(=O)N(Cc3ccccc3)C(=O)[C@@H]12)C(=O)c1ccccc1	-7	3	i	7	-15	1	0.1	-3	-2
O=C(Nc1cccnc1Cl)c1cccc(S(=O)(=O)N2CCOCC2)c1	-8	7	i	-4	-3	2	-1.6	-3	2
COC(=O)c1[nH]c(C)c(/C(O)=C2\C(=O)C(=O)N(CCN(C)C)C2c2ccccc2OC)c1C (stereo not given)	4	-1	i	13	-6	3	2.5	1	-2
CC(=O)NC1(C(F)(F)F)NC(=O)N(CC(C)C)C1=O (stereo not given)	-1	1	i	6	-4	-2	0.8	-1	2

3 compounds already listed, sorted by the value under CSN deneddyl inh, high to low:
SMILES,CSN deneddyl inh
CCNC(=O)C1CN(S(=O)(=O)c2ccccc2)CCN1S(=O)(=O)c1ccccc1 (stereo not given),1
Cc1ccc2ccccc2c1NC(=O)CNCc1ccccc1,-1
CC(C)=CCN1CCN(Cc2ccc(C#CC(C)(C)O)s2)CC1CCO (stereo not given),-3

Next results
smiles	E coli Lon inh	MT1-MMP act inh	Rpn11 inh	PABP1 MLLE inh	FAS-TE inh	CSN deneddyl inh	MsrA inhibitor	MsrA act	Rin1 Abl inh
Nc1ccccc1-c1nnc(SCC(=O)Nc2ccccc2OC(F)F)[nH]c1=O	-2	2	i	29	-8	1	0.8	-3	-2
Cc1ccc(S(=O)(=O)NCCC(=O)NCc2ccccn2)cc1	-9	2	i	0	-1	-1	-1.5	-11	3
Cc1cc(SCC(=O)NCC(c2cccs2)N2CCOCC2)c(C)cc1Br (stereo not given)	5	-2	i	-11	16	0	0.2	-1	2
CCC(=O)c1ccc(OCC(=O)OCC(=O)Nc2cccc(S(=O)(=O)N3CCOCC3)c2)cc1	-9	2	i	-1	-4	-1	0.3	-2	0
CCOc1ncccc1C(=O)OCC(=O)Nc1ccc(C)c(S(=O)(=O)N2CCOCC2)c1	-1	2	i	-13	-4	0	1.1	-4	1
CCOC(=O)CSc1nnc(Cn2nnc3ccccc32)n1-c1ccc(F)cc1	-2	1	i	-15	-8	-2	-0.3	-5	5
COc1cc(NC(=S)N2CCCC(CO)C2)cc(OC)c1 (stereo not given)	8	1	i	-22	-4	-17	1.9	-5	-1
CC(C(=O)Nc1ccccc1)N(C)CCOc1ccccc1 (stereo not given)	-4	-1	i	-5	-2	-4	-0.7	-2	1
N=c1ccn(Cc2cccc(F)c2)cc1	-11	4	i	6	-5	-2	-0.8	0	3

2 records picked at random from those above:
smiles	E coli Lon inh	MT1-MMP act inh	Rpn11 inh	PABP1 MLLE inh	FAS-TE inh	CSN deneddyl inh	MsrA inhibitor	MsrA act	Rin1 Abl inh
CC(=O)NC1(C(F)(F)F)NC(=O)N(CC(C)C)C1=O (stereo not given)	-1	1	i	6	-4	-2	0.8	-1	2
CCC1CCc2c(sc(NC(=O)c3ccoc3C)c2C(N)=O)C1 (stereo not given)	3	-3	i	10	12	0	0.1	-8	0
